Bioassay records (PubChem BioAssay)
Tb PGK inh – qHTS Assay to Find Inhibitors of Phosphoglycerate Kinase; Phosphoglycerate kinase, glycosomal (Trypanosoma brucei brucei), P07378; PGK/GAPDH coupled, Kinase-Glo luminescence, 60 min; Potency, µM (doses to about 57.5 µM), for the others: top-dose activity change, negative = inhibition, hits mostly inhibitors; hit rate 0.043% among 380,000; also: potency is read from the fitted curve at half-maximal effect; % is scaled to controls: 0 for no effect and ±100 for the full control effect; nearly all actives have a fitted effect of over 60% in size
Target sequence (P07378 whole entry, looked up): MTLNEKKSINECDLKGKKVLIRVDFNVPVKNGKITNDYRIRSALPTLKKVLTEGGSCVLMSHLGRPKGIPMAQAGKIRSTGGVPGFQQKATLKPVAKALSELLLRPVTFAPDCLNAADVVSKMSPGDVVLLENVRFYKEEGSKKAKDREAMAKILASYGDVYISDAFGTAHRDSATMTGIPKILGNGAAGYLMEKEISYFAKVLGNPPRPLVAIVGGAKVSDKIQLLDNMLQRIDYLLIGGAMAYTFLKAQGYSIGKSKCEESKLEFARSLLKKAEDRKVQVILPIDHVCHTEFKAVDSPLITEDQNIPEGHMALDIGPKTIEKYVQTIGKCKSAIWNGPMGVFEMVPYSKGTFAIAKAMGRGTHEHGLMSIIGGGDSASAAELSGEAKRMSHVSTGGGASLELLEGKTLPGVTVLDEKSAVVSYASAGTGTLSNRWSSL
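Recombinant glycosomal PGK reaction used 1,3-bisphosphoglycerate generated in-well by GAPDH (100nM final) in 100mM TEA pH 7.6, 5mM MgCl2, 0.01% Tween-20. After 60 minutes at room temperature, ATP was read by Kinase-Glo Plus luminescence end-point.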
JMJD2A Tudor – qHTS Assay for Inhibitors of JMJD2A-Tudor Domain; Lysine-specific demethylase 4A (Homo sapiens), O75164; AlphaScreen JMJD2A-Tudor / H3K4me3 peptide binding; Potency, µM (highest dose often 114 µM), without a hit: top-dose activity change, negative = inhibition, usual class: inhibitors; hit rate 4.4% among 390,000; also: potency is read from the fitted curve at half-maximal effect; % is scaled to controls: 0 for no effect and ±100 for the full control effect; nearly all actives have a fitted effect of over 50% in size
GLS inh – qHTS for Inhibitors of Glutaminase (GLS); Glutaminase kidney isoform, mitochondrial (Homo sapiens), O94925; GLS enzymatic activity, qHTS titration; Potency, µM (top dose mostly 45.5 µM), for the others: at the top dose activity change, negative = inhibition, hits mostly inhibitors; hit rate 0.21% among 410,000; AID 624170, 2012; also: potency is read from the fitted curve at half-maximal effect; % is scaled to controls: 0 for no effect and ±100 for the full control effect
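Enzyme dispensed in phosphate buffer (45 mM, pH 8.2, 0.02% Tween-20), compounds pinned in, then 1 mM L-glutamine solution and the glutamate oxidase–HRP–Amplex Red mix added; fluorescence read immediately and again after 30 min at room temperature.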
ERG Ets-DNA blk – qHTS for Small Molecule Inhibitors of the ERG Ets/DNA interaction; Transcriptional regulator ERG (Homo sapiens), P11308; fluorescence polarization, His-ERG Ets domain / labelled DNA; Potency, µM (titrated, usually from 76.9 µM), for the others: top-dose FP activity, negative = inhibition, most hits filed as inhibitors; hit rate 0.028% among 370,000; AID 624246, 2012; active = well fitted inhibition curve with a large enough effect in the polarisation, with a control signal flat; inconclusive = small, poorly fitted or top-dose-only effect, or effect the other way, or a change in a side signal; inactive = no such curve, though single readings can be large or run the other way; the % refers to the polarisation;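 also: polarization taken with two DNA probes labelled with fluorescein and Texas red; potency is read from the fitted curve at half-maximal effect; % of control where 0% means no effect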
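His-tagged ERG Ets domain (1 uM in the protein solution; 300mM KCl, 50mM Tris-HCl, 1mM EDTA, 1mM DTT, pH 7.5) received compound, then a probe mix of 5 nM fluorescein-DNA and 100nM Texas-615-DNA. Fluorescence polarization was read for both dyes.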
PI4K2A inh – qHTS for small molecular inhibitors of PI4K2A | purified PI4K2A, ADP-Glo luminescence, 1 h; stronger effect = lower value | activity change, negative = inhibition, % at 76.9 µM | hit rate 0.13% among 420,000; in the data active = activity change below about -50%; inconclusive = mostly about -30% to -49%;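 also: -100% = wells without enzyme as full effect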
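In this quantitative HTS, ADP production by PI4K2A was quantified luminescently after 1 h at ambient temperature; 100 microM adenosine served as plate-quality control.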
Pin1 inh – qHTS Assay to Find Inhibitors of Pin1 | Pin1 FP peptide displacement, HiFluor488, 10 min | Peptidyl-prolyl cis-trans isomerase NIMA-interacting 1 (Homo sapiens), Q13526 | AID 504891, 2011 | hit rate 0.009% among 390,000 | Potency, µM (doses to about 115 µM), inactives show top-dose activity, negative = inhibition, hits mostly inhibitors; active = well fitted inhibition curve with a large enough effect in the polarisation, with a control signal flat, not every such curve was filed as active; inconclusive = small, poorly fitted or top-dose-only effect, or effect the other way, or a change in a side signal; inactive = no such curve, though single readings can be large or run the other way; the % refers to the polarisation; also: potency is read from the fitted curve at half-maximal effect; % is scaled to controls: 0 for no effect and ±100 for the full control effect
Target sequence (Q13526 whole entry, looked up): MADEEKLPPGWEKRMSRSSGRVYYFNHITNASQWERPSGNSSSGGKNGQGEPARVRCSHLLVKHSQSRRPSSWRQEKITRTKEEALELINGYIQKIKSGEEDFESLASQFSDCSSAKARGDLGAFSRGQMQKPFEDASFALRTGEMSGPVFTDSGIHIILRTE
G9a block – qHTS Assay for Inhibitors of Histone Lysine Methyltransferase G9a. hit rate 8.8% among 350,000. Potency, µM (series often up to 102 µM), without a hit: top-dose activity, negative = inhibition, actives largely listed as inhibitors. G9a H3K9 monomethylation, AlphaScreen, 2 h. Histone-lysine N-methyltransferase EHMT2 (Homo sapiens), Q96KQ7; also: potency is read from the fitted curve at half-maximal effect; % is scaled to controls: 0 for no effect and ±100 for the full control effect; nearly all actives have a fitted effect of over 75% in size
Target sequence (Q96KQ7 913-1193 limits assumed): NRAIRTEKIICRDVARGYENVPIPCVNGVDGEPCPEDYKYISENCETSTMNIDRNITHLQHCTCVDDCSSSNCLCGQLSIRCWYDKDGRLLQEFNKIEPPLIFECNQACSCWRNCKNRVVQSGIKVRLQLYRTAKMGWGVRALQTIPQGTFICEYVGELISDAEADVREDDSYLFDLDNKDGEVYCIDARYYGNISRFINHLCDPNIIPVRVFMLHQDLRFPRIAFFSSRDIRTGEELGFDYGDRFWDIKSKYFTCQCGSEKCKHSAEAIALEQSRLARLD
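Chemiluminescent proximity detection of H3K9 monomethylation, read after 10 min bead incubation in the dark. Reaction: 20 nM G9a, 500 nM biotin-H3K9 peptide, 20 uM SAM cofactor, 2 h, room temperature, following 15 min enzyme-compound preincubation.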
BAZ2B block – qHTS Assay for Inhibitors of BAZ2B | Bromodomain adjacent to zinc finger domain protein 2B (Homo sapiens), Q9UIF8 | AlphaScreen BAZ2B-H3K14Ac peptide displacement | Potency, µM (doses to about 114 µM), for the others: top-dose activity change, negative = inhibition, actives largely listed as inhibitors | hit rate 4.4% among 360,000 | AID 504333, 2011; also: potency is read from the fitted curve at half-maximal effect; % is scaled to controls: 0 for no effect and ±100 for the full control effect; nearly all actives have a fitted effect of over 60% in size
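Inhibition is scored as reduced AlphaScreen emission. The BAZ2B/b-H3(5-23)K14Ac complex (50 nM each) in PBS pH 7.4, 0.01% Tween-20 meets compound (up to 110 uM) for 30 min at RT before bead addition.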
HP1b binding inh – HTS for Inhibitors of HP1-beta Chromodomain Interactions with Methylated Histone Tails. AID 540317, 2011. Potency, µM (doses to about 114 µM), for inactives: at the highest dose activity change, negative = inhibition, most hits filed as inhibitors. AlphaScreen HP1-beta / biotin-H3K9me3 peptide binding. Chromobox protein homolog 1 (Homo sapiens), P83916. hit rate 0.56% among 390,000; also: potency is read from the fitted curve at half-maximal effect; nearly all actives have a fitted effect of over 70% in size; inactives centre near 23
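Compound inhibition of the preformed complex between 50 nM HP1-beta and 50 nM biotinylated H3K9me3 peptide was read by AlphaScreen. Buffer was PBS pH 7.4 with 0.01% Tween-20. Incubations ran 30 min at room temperature, with 10 ug/mL donor/acceptor beads.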
Starred values were filed as active, the others as inactive; i = inactive; ? = inconclusive; nt = no result given; [ ] = dose if it differs, or a comment. Unless noted, calls follow the shape of the dose curve; as a rule, active = well fitted curve in the direction sought with a large enough effect; inconclusive = small, poorly fitted or top-dose-only effect, or another doubt; inactive = no such curve, though single readings can be large; an effect the other way counts as inactive or inconclusive. An unsorted share of the library; any-hit rate near 11%.

mol,Tb PGK inh,JMJD2A Tudor,GLS inh,ERG Ets-DNA blk,PI4K2A inh,Pin1 inh,G9a block,BAZ2B block,HP1b binding inh
COC(=O)c1c(NC(=O)C2CCCCC2C(=O)O)sc2c1CCCCC2 (stereo unspecified),2%,-16%,-1%,-5%,1,5%,32µM*,-30%,-11%
Cc1sc2ncnc(N3CCC(C(=O)N(CC(C)C)c4nc5ccccc5s4)CC3)c2c1C,-7%,-12%,-5%,-5%,1,44%[activator],?,-1%,9%
CCOc1ccc2c(c1)sc(=NC(=O)C1CC1)n2C,nt,-14%,3%,nt,-5,0%,11%[59 µM],1%,19%
CCc1ccc(N(CC(=O)NC2CCCC2)C(=O)CCC(=O)Nc2ccccn2)cc1,i,-8%,4%,-3%,1,-10%,-5%,-3%,9%
COC(=O)Cc1ccc(N(Cc2ccccc2F)S(=O)(=O)c2ccc(Br)cc2)cc1,nt,16%,3%,5%,1,-6%,20%,0%,89%[activator]
COc1ccc(NC(=O)c2c(Cl)nc3ccccn23)cc1,-8%,-13%,6%,6%,-1,-7%,-2%,-9%,31%
Cc1nc(-c2ccc(F)cc2)sc1CCNC(=O)C(=O)Nc1ccc2c(c1)OCCO2,-4%,-3%,1%,-1%,1,-1%,8%[59 µM],0%,25%[57 µM]
O=C(O)c1cccc(-n2cccc2/C=C2/NC(=O)N(Cc3ccccc3F)C2=O)c1,-22%,-17%[11.4 µM],-2%,-9%,-3,3%,45µM*,50µM*,-26%
Cc1cccc(C)c1Nc1nc2ccccc2nc1NS(=O)(=O)c1ccccc1,1%,-9%,3%,10%,4,?,0%[59 µM],-4%,-31%
O=S(=O)(Nc1ccc(N2CCCCC2)cc1)c1ccc(F)cc1,-4%,?,36%[activator],2%,5,1%,nt,79µM*,?
Cc1ccccc1OCC(=O)NNC(=S)NC(=O)c1ccccc1[N+](=O)[O-],-9%,5%,23%,3%,-6,2%,-11%[59 µM],1%,-5%
O=S(=O)(CC(O)COc1ccc(Br)cc1)c1ccccc1 (stereo unspecified),-6%,9%,-7%,-12%,9,2%,13%,4%,62%[activator]
Oc1ccc(Nc2ccnc3cc(Cl)ccc23)cc1,-10%,-21%,3%,-5%,-9,-4%,?,-14%,20%
COc1cccc(NC(=O)Cn2c(=O)n(CC(=O)NCc3ccc(C)cc3)c(=O)c3sccc32)c1,i,-14%,-6%,1%,3,34%[activator],-27%[59 µM],-12%,3%
Cc1cccc(-c2cccc(NC(=O)C3CCCN(C(=O)c4csc(C)n4)C3)c2)c1 (stereo unspecified),10%,-32%,7%,-2%,-3,1%,-13%,-22%[57.1 µM],37%[activator]
Cc1cccc(C)c1NC(=S)N1CCCN(C)CC1,-6%,-14%,-12%,-1%,2,-2%,4%,-10%,22%
COC(=O)Cc1c(CSc2ccccc2)oc2ccc(O)c(CN(C)C)c12,-6%,-36%,25%,-1%,3,-10%,-10%[2.33 µM],-11%,0%
COc1ccc([N+](=O)[O-])cc1-c1[nH]c(-c2ccc(C(=O)O)cc2)nc1-c1ccccc1,-8%,?,7%,?,3,-8%,?,?,-5%
Cc1ccc(N(CC(=O)NCCSCc2ccco2)S(C)(=O)=O)cc1,nt,-23%,2%,nt,2,-5%,87%[activator][59 µM],?,15%
CC(NS(=O)(=O)c1ccc2ccccc2c1)c1ccccn1 (stereo unspecified),5%,50µM*,2%,6%,-7,1%,nt,nt,28%
O=C(N/N=C/c1coc2ccccc2c1=O)c1ccncc1,-2%,-8%,21%,-2%,1,0%,16%,-14%,53%[activator]
Nc1nc2c(s1)CCc1ccccc1-2,i,?,-2%,-8%,3,-4%,10µM*,?,-31%
Cc1nc(N2CCC(C)CC2)c2c(C)c(C(=O)Nc3ccc4c(c3)OCCO4)sc2n1,5%,14%,0%,6%,-3,-1%,7%,?,36%
Cc1ccccc1C(=O)N1CCN(c2nc(N3CCOCC3)nc(N3CCOCC3)n2)CC1,i,-5%,-3%,5%,-4,-3%,?,2%,7%
CCOc1ncccc1C(=O)N1CCN(S(=O)(=O)c2ccccc2)CC1,i,-13%,2%,4%,3,-1%,1%,-8%,38%
C/C(CC(=O)N1CCN(C=O)CC1)=N\NC(=O)c1ccc([N+](=O)[O-])cc1,1%,-7%,14%,-1%,-13,-1%,10µM*,0%,32%
COc1ccc(OC)c(-n2c(SCC(=O)NCC3CCCO3)nc3ccccc3c2=O)c1 (stereo unspecified),-2%,-18%,-4%,6%,-1,-3%,nt,nt,26%
O=C(Nc1ccc(N2CCN(C(=O)c3ccco3)CC2)cc1)c1cccnc1Cl,i,-16%,46%[activator],6%,-2,-3%,-13%,-1%,-3%
Cc1oc(-c2ccccc2)cc1C(N)=O,-3%,-17%,3%,7%,-6,-3%,0%[59 µM],?,1%
Cc1sc2nc(C3CC3)nc(SCC(=O)N3CC(=O)Nc4ccccc43)c2c1C,-3%,-26%,-3%,nt,-1,11%,?,-25%,0%
Cc1noc(C)c1S(=O)(=O)N1CCC(C(=O)O)CC1,-6%,12%,-9%,-2%,-4,49%[activator],-5%[59 µM],8%,53%[activator]
O=C1C(=O)N(CCN2CCOCC2)C(c2ccc([N+](=O)[O-])cc2)/C1=C(/O)c1ccc2c(c1)OCO2 (stereo unspecified),-8%,25µM*,-1%,6%,5,-4%,nt,-11%,21%
COc1ccc(C2c3cc(OC)c(OC)cc3CC(=O)N2c2ccc(C)cc2)cc1 (stereo unspecified),-10%,-29%,10%,-12%,-3,0%,-27%[59 µM],-27%,13%
CCOC(=O)C1CCN(C(c2ccccc2OC)c2c(O)cc(C)n(CCOC)c2=O)CC1 (stereo unspecified),7%,-4%,10%,1%,-2,?,3%[59 µM],2%,42%[activator][57 µM]
Cc1cccc(NC(=O)CSCc2cc(=O)n3nc(C4CC4)sc3n2)c1,i,-8%,3%,6%,6,-4%,11%,-12%,17%[57 µM]
CC(=O)c1ccc(OCC(O)CN2CCC(C)CC2)cc1 (stereo unspecified),10%,-6%,-1%,-2%,4,1%,-42%,-10%,46%[activator]
CCc1cc(=O)oc2c3c(cc(OCC(=O)NCCN4CCOCC4)c12)OC(C)(C)CC3,8%,-15%,-2%,1%,2,3%,0%[12.7 µM],-21%,26%
O=[N+]([O-])c1ccc(N2CCN(c3ccc([N+](=O)[O-])cc3CO)CC2)c(CO)c1,-3%,-8%,-8%,-4%,12,-2%,18%,-1%,19%
O=C(CSc1nccc(=O)[nH]1)N1CCN(c2ccccc2)CC1,4%,?,0%,11%,0,-10%,nt,79µM*,-3%
CC(C)Oc1c(Cl)cc(CNC(C)(C)CO)cc1Cl,3%,-8%,15%,nt,-1,65%[activator],6%[12.7 µM],8%,12%
O=C(/C=C/Nc1ccc(Oc2ccccc2)cc1)c1ccco1,-27%,-14%,0%,-1%,?,-3%,-9%,-1%,68%[activator]
COc1ccc(CNC(=O)Cn2c(=O)n(CCC(=O)N3CCCCC3)c(=O)c3sccc32)cc1,0%,-17%,-14%,-3%,-4,-2%,-6%,-13%[57.1 µM],6%[57 µM]
CCC(=O)Nc1ccccc1C(=O)C(=O)Nc1ccccc1,i,-18%,12%,3%,-8,0%,-15%[59 µM],1%,16%
Cc1cc(=O)n2[nH]nnc2n1,-3%,6%,-2%,-14%,1,0%,-12%,0%,34%
CS(=O)(=O)c1ccc2nc(NC(=O)c3ccc(Cn4cc(Br)cn4)o3)sc2c1,-2%,-24%,8%,0%,1,10%,?,-9%,12%
Cc1ccc(CNC(=O)COC(=O)Cc2ccc(-c3ccccc3)cc2)cc1,-2%,-10%,0%,3%,-1,8%,-3%[59 µM],1%,22%
CCn1c(NCc2cccs2)nc2ccccc21,-4%,-15%,28%,7%,-7,4%,-4%[12.7 µM],3%,19%
COc1cc(CN2CCNC(=O)C2CC(=O)N(C)Cc2cccnc2)cc(OC)c1 (stereo unspecified),nt,?,34%[activator],-5%,0,-2%,-9%[12.7 µM],-8%,22%
CC(C)C[C@H](NC(=O)C1CC(=O)N(c2ccc3c(c2)OCO3)C1)C(=O)NC1CCCC1 (stereo partly specified),0%,-8%,-17%,-2%,5,?,?,-24%,29%
Cc1nn(C(=O)CCCC(=O)NCc2ccccc2)c2ccccc12,-3%,-11%,5%,3%,-2,12%,nt,-1%,-14%
